Salmonella PhoP GFP: PhoP-dependent GFP reporter repression – Salmonella Typhimurium, primary screen (AID 1863). inhibition, % at 50 µM; hits with a dose series show IC50 in µM. hit rate 0.16% among 300,000. S. Typhimurium PhoP-regulated promoter GFP reporter, 4 h; higher % means a stronger effect;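 active = inhibition over 29.93%, a cutoff 3 SD above the screen mean, later confirmed by dose response; inconclusive = inhibition over 29.93% but no dose response follow-up; inactive = inhibition at most 29.93% or unconfirmed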;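 also: 0% = low Mg2+ inducing control and 100% = high Mg2+ repressing control; strong numbers were not always called active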
PMI inhibition: human PMI inhibitors, high substrate, primary screen, biochemical, fluorescence intensity, high mannose 6-phosphate (AID 1220) | recombinant PMI enzyme, coupled fluorescence intensity; higher % means a stronger effect | one-dose inhibition, % at 20 µM; IC50 in µM for titrated hits | hit rate 0.66% among 190,000
Myeloid diff MLP: myeloid differentiation induction | ER-HoxA9 myeloid progenitors, lysozyme-GFP differentiation, flow cytometry | calls only at 10 µM | hit rate 1% among 360,000 | AID 624256;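 active = normalized GFP-positive differentiation at or above the plate's own cutoff, the solvent-only control mean plus 3 SD; inconclusive = no clear call, values can overlap the other calls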;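 also: cells exposed to compound for four days before flow analysis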
RSV antiviral HEp-2: RSV antiviral activity via CPE protection, HEp-2 cells, primary 10 µM value included (AID 2391); CPE inhibition, % at 10 µM, or IC50 in µM where a hit was titrated; hit rate 0.13% among 310,000; HEp-2 cells, RSV-induced CPE inhibition; higher % means a stronger effect; in the data active = a potency from the dose series; inconclusive = CPE inhibition mostly from about 23% at the one dose, without a potency; inactive = the rest, 99 in 100 with CPE inhibition below about 21%; also: strong numbers were not always called active
PMI inhibitors: inhibitors of human PMI, primary screen, biochemical, fluorescence intensity, coupled assay (AID 1209). purified PMI enzyme, coupled fluorescence intensity; higher % means a stronger effect. one-dose inhibition, % at 20 µM; IC50 in µM for titrated hits. hit rate 0.42% among 190,000;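 also: plate controls were DMSO vehicle for no effect and wells lacking substrate for full effect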
TNAP activators: stimulation of alkaline phosphatase TNAP activity – biochemical, luminescent, no phosphate acceptor, uHTS, primary screen (AID 1001) | purified TNAP, luminescent activation assay, no phosphate acceptor; higher activation fold means a stronger effect | activation fold at 20 µM, or EC50 in µM where a hit was titrated | hit rate 0.03% among 200,000; in the data active = activation fold from about 3, or a potency from the dose series; inactive = the rest, 99 in 100 with activation fold below about 1.6; also: many of its hits are not listed in these tables
Siah-1 displacement: Siah-1 peptide-binding antagonists, primary screen, biochemical, fluorescence polarization, rhodamine-plectin, uHTS (AID 1817); Siah-1 / rhodamine-plectin peptide fluorescence polarization; higher % means a stronger effect; displacement, % at 20 µM, or IC50 in µM where a hit was titrated; hit rate 0.02% among 290,000;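 active = displacement of at least 50% at 20 µM, with a fluorescence ratio check between 0.3 and a set limit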;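 also: plate controls were Siah plus tracer with DMSO for no effect and tracer alone without Siah for full effect; strong numbers were not always called active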
WT yeast gro inh: growth inhibition of WT yeast, mitochondrial fusion screen; mitochondrial fusion phenotypic screen, WT strain; inhibition, % at 10 µM; hit rate 2.1% among 190,000; in the data active = inhibition above about 58%; tested in S. cerevisiae
XIAP antagonists: small molecules displacing peptide from XIAP – biochemical, IAP family, fluorescence polarization (AID 1018); XIAP BIR domain, fluorescence polarization peptide displacement; higher % means a stronger effect; one-dose displacement, % at 20 µM; IC50 in µM for titrated hits; hit rate 0.007% among 200,000; in the data active = displacement above about 50%; also: a part of the inactive calls stands beside numbers as strong as those of hits
WT yeast gro inh mutant strain: also measured in WT yeast gro inh; calls as there; inhibition, %; mitochondrial fusion phenotypic screen, mutant strain inhibition
Myeloid diff MLP GFP+ MAC1+ %: also measured in Myeloid diff MLP; calls as there; GFP+ MAC1+ double positive, %; measured here: differentiation confirmed by MAC1 staining
Starred values were filed as active, the others as inactive; i = inactive; ? = inconclusive; / = not tested or not shown. Rule as the data show it, unless noted: active = inhibition above about 50%; inactive = the rest.

SMILES	Salmonella PhoP GFP	PMI inhibition	Myeloid diff MLP	Myeloid diff MLP GFP+ MAC1+ %	RSV antiviral HEp-2	PMI inhibitors	TNAP activators	Siah-1 displacement	WT yeast gro inh	WT yeast gro inh mutant strain	XIAP antagonists
COc1cccc(OC)c1C(=O)NC(=O)Nc1c(F)cc(F)cc1F	7%	/	i	1.1	1.2%	/	/	2%	/	/	/
C/C(=N\Nc1cccc([N+](=O)[O-])c1)c1cc(F)ccc1O	-6%	/	i	0.1	54%	/	/	-11%	/	/	/
Cc1nc(Nc2ccccc2Br)c2nnn(Cc3ccccc3)c2n1	-6%	/	i	0.8	0.5%	/	/	1%	/	/	/
O=C(NCCCn1ccnc1)c1ccc(Cl)cc1[N+](=O)[O-]	-8%	9%	i	0.8	0.8%	9%	1	-7%	0	6	-4.5%
O=C(CSc1nc2ccccc2c(=O)n1-c1ccccc1Cl)Nc1cccc(S(=O)(=O)N2CCOCC2)c1	-1%	12%	i	0.9	6.5%	2%	1.2	-1%	3	-12	2.4%
CCOC(=O)C1=C(N)c2ccccc2CC1C(C)C (stereo unspecified)	11%	2%	i	2.1	2.8%	3%	1.2	2%	27	16	-1.1%
CCOCCCNC(=O)c1ccc(OC(C)=O)cc1	-4%	-2%	i	0.5	0.4%	-2%	1	0%	5	38	-4.5%
Cc1cccc(-c2c3c(=O)n(C)c(=O)n(C)c3cn2CC2CCCO2)c1 (stereo unspecified)	-4%	-11%	i	1.0	0.5%	-26%	1.1	-7%	7	10	-2.9%
COc1ccc2nc(N3C(=O)C(O)=C(C(=O)c4ccco4)C3c3ccccc3OC)sc2c1 (stereo unspecified)	-17%	/	i	0.0	?	/	/	-1%	/	/	/
O=C(Oc1ccc(N2C(=O)CCC2=O)cc1)c1ccccc1Cl	-5%	-2%	i	0.6	-0.4%	-1%	1.1	9%	-13	-15	-1.1%
COC(=O)c1ccc(-c2n[nH]c(=O)c3ccccc23)cc1	-7%	9%	i	0.8	2.0%	-10%	1.1	1%	-9	-2	-4.3%
CCNC(=O)C(CC(C)C)NC(=O)C(CO)NC(=O)C1CCC(=O)N1 (stereo unspecified)	1%	/	i	0.1	-0.5%	/	/	-1%	/	/	/
Cc1ccccc1-n1nnc2c(=O)oc3ccccc3c21	0%	2%	i	0.2	-2.1%	11%	1.1	-4%	-10	-15	-3.0%
Cc1cc(C(=O)Nc2cc(Br)ccc2O)on1	15%	/	i	0.5	-3.2%	/	/	-4%	/	/	/
N#Cc1nc(N2CCCCC2)nc(N2CCOCC2)n1	-3%	16%	i	0.7	1.0%	16%	1.1	-2%	-11	14	0.9%

Complete entries, quoted from the list:
Cc1nc(Nc2ccccc2Br)c2nnn(Cc3ccccc3)c2n1 is entered as Salmonella PhoP GFP = -6%; PMI inhibition = /; Myeloid diff MLP = i; Myeloid diff MLP GFP+ MAC1+ % = 0.8; RSV antiviral HEp-2 = 0.5%; PMI inhibitors = /; TNAP activators = /; Siah-1 displacement = 1%; WT yeast gro inh = /; WT yeast gro inh mutant strain = /; XIAP antagonists = /
COc1cccc(OC)c1C(=O)NC(=O)Nc1c(F)cc(F)cc1F is entered as Salmonella PhoP GFP = 7%; PMI inhibition = /; Myeloid diff MLP = i; Myeloid diff MLP GFP+ MAC1+ % = 1.1; RSV antiviral HEp-2 = 1.2%; PMI inhibitors = /; TNAP activators = /; Siah-1 displacement = 2%; WT yeast gro inh = /; WT yeast gro inh mutant strain = /; XIAP antagonists = /

(continued)
SMILES	Salmonella PhoP GFP	PMI inhibition	Myeloid diff MLP	Myeloid diff MLP GFP+ MAC1+ %	RSV antiviral HEp-2	PMI inhibitors	TNAP activators	Siah-1 displacement	WT yeast gro inh	WT yeast gro inh mutant strain	XIAP antagonists
CCOC(=O)C1CN(c2cc3c(cc2F)c(=O)c(C(=O)O)cn3CC)OC1C(=O)OCC (stereo unspecified)	-7%	6%	i	1.2	0.5%	4%	1.1	2%	-23	8	-1.4%
O=C(c1cccc(C(F)(F)F)c1)C1CCCN(C(=O)/C=C/c2cnc[nH]2)C1 (stereo unspecified)	4%	/	i	0.0	1.5%	/	/	-2%	/	/	/
CC(C)(C)c1ccc(/C=N/Nc2nncn2N)cc1	5%	/	i	0.5	2.6%	/	/	-5%	/	/	/
O=C(CSc1ncnc2c1oc1ccccc12)NC1CCCC1	4%	/	i	1.7	1.6%	/	/	2%	/	/	/
Cc1cccc(NC(=O)COC(=O)Cc2c[nH]c3ccccc23)c1C	9%	2%	i	0.5	1.8%	12%	1	2%	0	-18	-1.9%
Cc1ccc(-n2ncc3c2CC(C)(C)CC3NC(=O)CCc2ccc(=O)[nH]n2)cc1 (stereo unspecified)	5%	/	i	0.7	0.9%	/	/	-4%	/	/	/
O=c1c2ccc([N+](=O)[O-])cc2ncn1Cc1ccccc1C(F)(F)F	-1%	10%	i	0.2	0.5%	0%	1	0%	-11	8	1.4%
NC1=NC(=O)/C(=C/c2ccc(-c3ccc(S(N)(=O)=O)cc3)o2)S1	-7%	/	i	0.9	1.8%	/	/	5%	/	/	/
O=C(CN1CCOCC1)Nc1ncccn1	-1%	-8%	i	0.7	0.0%	4%	1.1	5%	0	-7	-6.7%
Cc1cccc(CC(=O)N2CCN(C(=O)c3ccco3)CC2)c1	-3%	/	i	1.5	3.1%	/	/	-1%	/	/	/
O=C(NC1CCCCCCC1)C1c2ccccc2C(=O)N1Cc1cccs1 (stereo unspecified)	-12%	-2%	i	0.7	1.7%	8%	1.1	0%	5	8	-35%
CN(C)/C=C1\C(=O)N(C)N=C1C(F)(F)F	-7%	-9%	i	0.3	1.6%	-9%	1.2	6%	-9	3	-5.3%
CCN(CC)C(=O)C1CCCN(Cc2ccc(N(C)C)cc2)C1 (stereo unspecified)	4%	-3%	i	0.7	-0.6%	-9%	1.1	0%	-26	9	-2.1%
CC(NS(=O)(=O)c1ccc(Br)cc1)C(c1cccs1)N1CCOCC1 (stereo unspecified)	11%	10%	i	3.1	2.1%	6%	1.1	4%	5	-21	-8.2%
CCCCC(CC)C(=O)Nc1ccc(S(=O)(=O)Nc2nccs2)cc1 (stereo unspecified)	1%	/	i	0.2	2.8%	/	/	-4%	/	/	/
CCO[C@H]1OC(C(=O)N2CCN(C)CC2)=C[C@@H](c2coc3ccccc3c2=O)[C@@H]1CCCO	-2%	-4%	i	0.1	2.0%	1%	1.1	16%	4	2	-0.8%
Cc1ccc(C)c(NC(=O)CSc2nnc(-c3ccccc3)o2)c1	4%	2%	i	3.2	1.2%	10%	1.2	6%	-1	-6	-1.5%
COc1ccc(/C=C/C(=O)NC(C)(C)C)cc1S(=O)(=O)N1CCOCC1	-8%	11%	i	0.6	1.5%	14%	1.1	6%	-18	7	-9.2%
O=[N+]([O-])c1ccc(N2CCN(c3nc(-c4ccc(Cl)cc4)cs3)CC2)cc1	2%	-1%	i	0.6	17%	-2%	1.2	-1%	-8	-24	-3.3%
C=CCNC(=O)C(C)N1C(=O)c2ccccc2C1=O (stereo unspecified)	-1%	-7%	i	1.1	0.2%	-5%	1.1	-2%	-6	-12	-2.9%
O=C(O)CSc1nnc(-c2ccc(Cl)cc2Cl)n1-c1ccc(Cl)cc1	-2%	/	i	0.8	1.7%	/	/	0%	/	/	/
Cc1cc(C(=O)N/N=C/c2ccc(-c3cccc(Br)c3)o2)n[nH]1	1%	/	i	0.1	11%	/	/	0%	/	/	/
COc1ccc(NS(=O)(=O)c2cccc(C(=O)NNC(=O)NCCCl)c2)cc1	1%	0%	i	1.0	-0.5%	-5%	1	0%	4	2	-5.3%
CCOC(=O)C1CCN(C(=O)CCC(=O)NCCc2ccc(Cl)cc2)CC1	6%	/	i	0.5	0.6%	/	/	-2%	/	/	/
CC(/C=N/n1c(-c2ccncc2)n[nH]c1=S)=C\c1ccco1	-3%	/	i	0.9	2.4%	/	/	19%	/	/	/
Cc1ccc(NC(=O)c2cc(-c3ccc(C)o3)nc3ccccc23)cc1	-7%	-53%	i	9.8	3.5%	-13%	1	-2%	13	17	-3.4%
Cc1cc2c(cc1C)C(c1cccc([N+](=O)[O-])c1)CC(=O)N2 (stereo unspecified)	-2%	1%	i	0.7	3.2%	0%	1.1	2%	16	-3	4.1%
COc1cc(SC)ccc1C(=O)Nc1ccc2c(c1)OCO2	5%	6%	i	0.3	/	12%	1.1	6%	23	11	-0.3%
Cc1ccc(NC(=O)C2CCN(S(=O)(=O)c3ccccc3)CC2)cc1	-11%	-3%	i	0.4	-1.0%	0%	1.1	3%	-14	-15	-6.1%
COc1cc(C2C(C(N)=O)=C(C)Nc3nc(CCCO)nn32)cc(OC)c1OC (stereo unspecified)	7%	10%	i	1.5	2.8%	1%	1.2	2%	9	-7	-3.3%
CCCCNC(=O)Nc1nc(SCC(=O)OCC)n[nH]1	-13%	5%	i	0.2	0.7%	2%	1.1	0%	7	11	-5.1%
O=C(Cn1nnc(-c2ccc(CN3CCOCC3)cc2)n1)N(c1ccccc1)c1ccccc1	-1%	6%	i	0.2	7.4%	13%	1.1	-2%	2	7	-12%
O=S1(=O)N=C(Oc2cccc3ccccc23)c2ccccc21	2%	50%	i	1.0	2.0%	17%	1	0%	-8	-6	2.6%
COc1ccccc1NC(=O)Cn1c(=O)c(N(C)C)c(N)n(C)c1=O	11%	1%	i	0.3	0.1%	0%	1	-3%	-4	-6	-5.0%
O=c1c(C(c2nnnn2C2CCCCC2)N2CCCCC2)coc2ccc(Cl)cc12 (stereo unspecified)	11%	1%	i	0.4	3.9%	7%	1	-2%	28	6	-11%
O=C(CCCN=C1NS(=O)(=O)c2ccccc21)OCC(=O)c1ccc(Br)cc1	11%	/	i	0.9	0.7%	/	/	-2%	/	/	/
O=C(N/N=C/c1ccccc1Cl)c1ccncc1	-2%	/	i	0.5	0.3%	/	/	2%	/	/	/
Cc1cc(F)ccc1Oc1cc(NN2CCCCC2)c([N+](=O)[O-])cc1[N+](=O)[O-]	0%	/	i	1.3	-3.0%	/	/	3%	/	/	/
CCN1CCN(c2oc(-c3ccc([N+](=O)[O-])cc3)nc2C#N)CC1	0%	/	i	0.4	-0.3%	/	/	-1%	/	/	/
O=C(Nc1ccccc1C(=O)O)c1cc(S(=O)(=O)N2CCOCC2)c(Br)s1	-7%	/	i	1.5	8.0%	/	/	1%	/	/	/
COc1ccc(NC2CCCN(C(=O)C3(C)CCCCC3)C2)cc1OC (stereo unspecified)	-7%	/	?	/	4.7%	/	/	7%	/	/	/
NC(=O)CSc1nnnn1CC(CC(=O)O)c1ccccc1 (stereo unspecified)	-4%	3%	i	0.6	2.9%	-2%	1.1	-3%	-6	-12	-1.0%
Cc1cc(C)c(NC(=O)CC(=O)c2ccccc2)c(Cl)c1	-7%	/	i	0.3	-0.2%	/	/	-4%	/	/	/
Cn1cc(C(=O)NC2CCCCCCC2)c(=O)c2cc(S(=O)(=O)N3CCCC3)ccc21	3%	17%	i	0.5	9.6%	18%	1.1	2%	-5	7	-7.8%
CCOCCCN(Cc1ccco1)S(=O)(=O)c1csc(C(N)=O)c1	-2%	/	i	1.0	0.9%	/	/	4%	/	/	/
O=C(CC1COc2ccccc2O1)NCc1ccccc1 (stereo unspecified)	-3%	-4%	i	8.0	0.2%	2%	1.1	16%	-13	-3	-4.7%

Compound activity: PubChem, several laboratories
